High-throughput results from PubChem.
Yfh1-off respiration – mitochondrial function rescue without frataxin homolog – Friedreich's ataxia, plus single-dose screen, dose response (AID 1465). 0.074% of 220,000 active. one-dose fold induction at 50 µM; EC50 in µM for titrated hits. S. cerevisiae Yfh1-off respiration, WST-1 reduction, 72 h; higher fold induction means a stronger effect;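 active = fold induction of absorbance versus untreated yeast above a set limit, then at least 30% activation at any dose in follow-up; inconclusive = repeats straddling the limit, or above it without dose testing; inactive = fold induction below the set limit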;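 note: activators that raise dye reduction in frataxin-depleted yeast; strong numbers were not always called active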
T cell modulator – modulates CD8 T cell binding to vesicles. 2C CD8+ T cell-vesicle binding, flow cytometry; hits give low values. calls only at 7 µM. 0.068% of 330,000 active;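 active = response, share of CD8 T cells binding vesicles, and their 90th percentile fluorescence all below set limits, cut at about 80% in these data, passing the limit was not always enough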
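System: murine 2C transgenic CD8+ T lymphocytes; also added: QL9-loaded Drosophila micro-vesicles; times: binding 1.5 h at 37 °C; measured by: flow cytometry, PE anti-B7-1 (FL2) versus Alexa647 anti-CD8 (FL8), PFA-fixed; control set: Peptide-free naked vesicles (low) and QL9 vesicles with 0.7% DMSO vehicle (high)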
MT stabilize HCS – microtubule stabilization, imaging screen | 0.83% of 200,000 active | HeLa tubulin immunostaining HCS, 24 h; share of cells brighter than vehicle mean+2SD | % tubulin-high responders, % at 10 µM;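 active = plate Z-score above 3 for both tubulin-high and condensed-nucleus cell shares, with cell loss under 80%, at 10 µM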;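 note: anti alpha tubulin signal scored within the nucleus-defined area of each cell; some results filed as inactive read as strong as hits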
Autophagy mod – autophagy modulation, high-content screen; MEF GFP-LC3 puncta imaging; test concentration mostly 10 µM; calls only at 10 µM (by protocol); 0.98% of 190,000 active;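 active = percentage of spot-positive cells more than 3 SD above its plate mean, without a fluorescence outlier flag or 80% toxicity; inconclusive = no clear call, values can overlap the other calls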;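 note: spot-positive cell cutoff set from DMSO-treated cells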
P. falciparum M1AAP – P. falciparum M1AAP inhibitors, biochemical, fluorogenic H-Leu-NHMec substrate, 1536-well (AID 1445); recombinant M1AAP, H-Leu-NHMec fluorogenic kinetic assay; higher % means a stronger effect; one-dose inhibition, % at 30 µM; IC50 in µM for titrated hits; 0.42% of 220,000 active;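 active = primary inhibition above the hit cutoff, then over 50% inhibition at one or more dose response concentrations, cut at about 23% in these data, passing the limit was not always enough; inconclusive = conflicting primary data, or primary hits not chosen for dose response; inactive = low primary inhibition, or under 50% at every dose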;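 note: plate controls were DMSO full reaction for no effect and no enzyme background for full effect; strong numbers were not always called active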
Dynein cargo inh – dynein cargo transport inhibition. z-score, hits read low. 0.47% of 220,000 active. 3617.4 mouse cells, GR-EGFP nuclear translocation imaging; test concentration mostly 20 µM; stimulated with dexamethasone, 1 µM; hits give low values;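 active = plate z-score of nuclear minus cytoplasmic receptor signal below a set negative limit, without overly bright fluorescence or cell loss, cut at about -3.5 in these data, passing the limit was not always enough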;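 note: z-score of nuclear minus cytoplasmic ring GR-EGFP intensity difference per well; some compounds called inactive have numbers as strong as hits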
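Buffer or medium: tet-free medium with charcoal-stripped serum / Also added: dexamethasone agonist, 1.0 µM final, for 30 min / Timing: induction 48 h, compound 1 h, agonist 30 min / Measured by: high-content fluorescence imaging after fixation / Read-out: nuclear-to-cytoplasmic GR-EGFP distribution per well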
WT yeast gro inh – growth inhibition of WT yeast, mitochondrial fusion screen; AID 1362; inhibition, % at 10 µM; mitochondrial fusion phenotypic screen, WT strain; 2.1% of 190,000 active; in the data active = inhibition above about 58%; tested in S. cerevisiae
M17LAP inhibition – P. falciparum M17LAP inhibitors, primary screen, biochemical, fluorogenic H-Leu-NHMec substrate, 1536-well (AID 1619); recombinant M17LAP, H-Leu-NHMec fluorogenic kinetic assay; higher % means a stronger effect; one-dose inhibition, % at 30 µM; IC50 in µM for titrated hits; 0.38% of 220,000 active;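 active = compound inhibiting the enzyme by more than half at any dose during confirmatory dose-response retesting; inconclusive = strong single-dose inhibitors picked by rank but not retested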;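 note: plate controls were full reaction with DMSO carrier for no effect and no enzyme background for full effect; strong numbers were not always called active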
bCat nuc transl – alters nuclear translocation of beta-catenin in HeLa cells. immunofluorescence imaging. nuclear translocation activity, % at 5 µM. 0.3% of 190,000 active. AID 1665;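 active = nuclear translocation activity above 50% at 5 µM, with a well cell count of 50 or more; inconclusive = wells under 50 cells across six images, flagged as toxic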;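 note: per-cell ratio of nuclear to cytoplasmic median beta-catenin stain intensity; plate controls were DMSO negative control for no effect and GSK-3 inhibitor IX positive control for full effect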
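Test system: HeLa cells, endogenous beta-catenin; Compound: single 5 µM dose plus 0.02–20 µM confirmation series; Times: compound exposure 24 h at 37°C; Signal: fluorescence imaging of beta-catenin antibody stain plus DAPI; Read-out: % activation, nuclear-to-cytoplasmic median beta-catenin signal ratio per cell.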
WT yeast gro inh mutant strain – also measured in WT yeast gro inh; calls as there; inhibition, %; mitochondrial fusion phenotypic screen, mutant strain inhibition
Dynein cargo inh cytoplasmic EGFP – second read-out of Dynein cargo inh, no call of its own (marks repeat the call); z-score; measured here: cytoplasmic GR-EGFP intensity; hits give high values
Dynein cargo inh nuclear GR-EGFP – further read-out of Dynein cargo inh, marked with its call; z-score; measured here: nuclear GR-EGFP intensity;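 lower value marks the stronger effect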
Dynein cargo inh cell count – further read-out of Dynein cargo inh, marked with its call; z-score; measured here: cell count per field
bCat nuc transl cell count 5 µM – further read-out of bCat nuc transl, marked with its call; cell count; measured here: cell count, cytotoxicity flag
T cell modulator vesicle-bound % – recorded beside T cell modulator, whose call it bears; double positive events, %; measured here: CD8+ vesicle-bound cell fraction;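 binding gate set so that unloaded-vesicle control wells show 10% double positive cells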
MT stabilize HCS Hoechst-high % – recorded beside MT stabilize HCS, whose call it bears; % Hoechst-high responders; measured here: nuclear condensation Hoechst responders;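 share of cells brighter than vehicle mean plus two SD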
MT stabilize HCS cytotoxicity % – recorded beside MT stabilize HCS, whose call it bears; toxicity, %; measured here: cytotoxicity by cell density;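 0% = mean cell density of plate MIN control wells and 100% = no cells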
Autophagy mod cell loss 18 h – further read-out of Autophagy mod, marked with its call; toxicity, %; measured here: cell loss, nuclei count;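 cell loss after 18 h compound exposure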
* hit, by the source's call; i = inactive; ? = inconclusive; nt = not tested or not shown. Hits appear at their usual frequency; any-hit rate near 4.4%.

SMILES	Yfh1-off respiration	T cell modulator	T cell modulator vesicle-bound %	MT stabilize HCS	MT stabilize HCS Hoechst-high %	MT stabilize HCS cytotoxicity %	Autophagy mod	Autophagy mod cell loss 18 h	P. falciparum M1AAP	Dynein cargo inh	Dynein cargo inh cytoplasmic EGFP	Dynein cargo inh nuclear GR-EGFP	Dynein cargo inh cell count	WT yeast gro inh	WT yeast gro inh mutant strain	M17LAP inhibition	bCat nuc transl	bCat nuc transl cell count 5 µM
CCn1cc(CNC(=O)c2cc(COc3ccc(F)cc3F)on2)cn1	i	i	52	2.8	2.6	5.2	i	13	10%	-0.19	-0.085	-0.079	-0.92	-11	-9	6%	-1.6	989
CC#CCC(CC#CC)c1nc2ccccc2c(=O)n1N	i	i	48	2.3	2.4	4.4	i	9	-1%	0.18	-0.12	-0.31	-0.097	-7	-8	-2%	1.6	540
CCCOc1ccccc1N1C(=O)CC(N2CCOCC2)C1=O (stereo unspecified)	i	i	33	5.5	3.1	4.7	i	-6	-4%	0.57	-0.27	0.83	-0.48	9	-5	-3%	1.7	1360
COc1ccc(/C=C/C(=O)NCCN=C2NS(=O)(=O)c3ccccc32)cc1	i	i	57	2.4	1.5	3.8	i	-2	6%	-0.27	-0.36	0.3	0.17	-5	-11	-5%	-5.3	1119
Cn1cccc1-c1cc(C(=O)N/N=C/C=C/c2ccccc2)[nH]n1	i	i	35	1.9	2.5	0.8	i	-5	6%	1.2	0.012	0.18	-2.4	17	-6	30%	-0.5	970
CCCOc1ccc(-c2nc(C#N)c(NCC3CCCO3)o2)cc1 (stereo unspecified)	i	i	38	1.1	1.3	4.4	i	-6	6%	-0.3	0.071	0.16	-0.28	8	-1	7%	nt	nt
Cc1ccc(Nc2ncnc3c2nnn3Cc2ccccc2)cc1	i	i	58	nt	nt	nt	nt	nt	2%	0.47	-0.084	0.15	-0.042	nt	nt	-11%	0.2	975
CSc1ccccc1NC(=O)C(=O)c1c[nH]c2ccccc12	i	i	8	1.5	1.2	4.6	i	23	-2%	0.72	-0.25	0.62	-0.4	6	-11	5%	-0.9	1065
COc1cccc(CN(C)CC(=O)Nc2cccc(C(F)(F)F)c2)c1OC	i	i	25	3.4	2.9	8.4	i	11	8%	1.5	-0.22	0.65	0.12	-42	-20	6%	-0.1	1091
COc1ccccc1NC(=S)NNC(=O)c1ccc(Cl)cc1Cl	i	i	36	2.5	1.6	5.3	i	2	-24%	0.085	-0.27	0.36	-0.18	10	-2	-34%	-1.1	1223
CCc1cc2c(=O)c(-c3nc4ccccc4[nH]3)coc2c(CN2CCCCC2C)c1O (stereo unspecified)	i	i	36	nt	nt	nt	nt	nt	13%	-0.15	-0.24	-0.19	-0.095	nt	nt	7%	1.7	1358
COc1ccc(Cl)cc1C(=O)Nc1ccccc1N1CCN(C(=O)C(C)C)CC1	i	i	27	5.9	2.1	8.4	i	27	7%	-0.53	0.37	-0.33	0.78	19	2	5%	-1.6	1148
COc1ccc(OC)c(S(=O)(=O)NCc2cccnc2)c1	i	i	44	3.2	1.7	11	i	-1	-2%	-0.29	-0.25	0.12	1.9	-2	11	7%	nt	nt
CC(Cc1c[nH]c2ccccc12)C(=O)O (stereo unspecified)	i	i	25	2.4	1.8	6.7	i	-9	9%	-0.84	-0.22	-0.39	0.4	-8	9	2%	-1.1	1100
Cc1ccc(S(=O)(=O)NCCC(=O)Nc2nnc(C)s2)cc1	i	i	56	1.7	1.4	9.0	i	24	2%	1.5	1.6	0.88	-2.1	-2	8	10%	-5.3	1318
CN(C=O)CP(=O)(O)CN1CCCCC1	nt	nt	nt	3.5	1.9	7.3	i	-25	0%	0.2	0.012	1	0.38	-12	-12	4%	1.0	1323
CC(=O)OCC1=C(C(=O)O)N2C(=O)C(NC(=O)Cn3nc(C(F)F)c(Cl)c3C)C2SC1 (stereo unspecified)	i	i	10	1.8	1.6	1.0	i	-4	8%	1.2	0.36	0.7	-0.69	2	-15	46%	-0.5	1119
Cc1occc1-c1nnc(SCC(=O)c2c[nH]c3ccccc23)n1C	i	i	34	3.7	2.1	12	i	4	4%	0.083	-0.41	0.19	-0.26	-8	6	4%	0.8	803
CCn1nnc(-c2ccccc2NC(=O)c2cnccn2)n1	i	i	24	3.9	1.8	4.6	i	-3	nt	-1.2	-0.19	-0.81	1.5	nt	nt	nt	nt	nt
c1ccc(-c2ccccc2OCCn2cncn2)cc1	i	i	35	2.7	1.9	18	i	5	-3%	-0.36	-0.13	-0.038	-0.19	-2	-3	0%	-1.1	1040
CC1(C(=O)Nc2nccs2)Cc2ccccc2C(=O)O1 (stereo unspecified)	i	i	33	2.6	1.8	5.0	i	-3	1%	-0.43	0.43	-0.18	1.3	6	10	2%	nt	nt
COc1ccc(/C=C/CN2CCN(Cc3ccccc3)C(CCO)C2)cc1 (stereo unspecified)	i	i	18	2.0	1.5	4.0	i	25	8%	0.91	-0.13	0.6	-0.78	0	5	-3%	-1.8	1109
Cc1nc2ccccc2c(=O)n1/N=C/c1ccc2ccccc2c1O	i	i	34	nt	nt	nt	nt	nt	7%	0.095	-0.23	-0.064	0.44	nt	nt	8%	0.6	1335
O=C(/C=C/c1ccoc1)c1ccccc1O	i	i	48	4.5	2.5	0.8	i	-11	11%	-1.7	-0.17	-1.1	0.91	-27	7	11%	nt	nt
COc1ccccc1CN1C[C@@H]2C[C@@H](c3cccc(C)n3)N3CCC[C@@]23C1=O	i	i	53	2.0	0.8	2.6	i	-9	-1%	1.8	-0.3	1.2	-0.3	2	6	14%	-0.1	1052
O=C(O)CCN1C(=O)/C(=C/c2cn(-c3ccccc3)nc2-c2cccs2)SC1=S	i	nt	nt	1.2	2.6	8.5	i	55	?	-0.86	-0.22	-0.61	0.71	-5	-8	3.1µM*	0.7	1588
CCN(CC)S(=O)(=O)c1ccc(C(=O)Nc2nnc(C(C)C)s2)cc1	i	i	51	1.4	3.0	4.0	i	-2	2%	0.25	-0.16	0.3	0.037	9	8	-229%	-1.5	1086
CCS(=O)(=O)Nc1c(C)n(C)n(-c2ccccc2)c1=O	i	i	15	0.8	1.1	14	i	-4	9%	2	0.11	0.53	-1.6	-11	10	10%	nt	nt
CCc1ccc(N(CC(=O)Nc2ccc(OC)cc2OC)S(C)(=O)=O)cc1	i	i	18	3.0	1.5	4.1	i	24	5%	1.1	-0.16	1.2	-1	11	18	-3%	-4.8	1010
CC(C)CC(=O)N/C(N)=N/c1nc2ccccc2s1	i	i	37	1.1	1.7	5.8	i	6	7%	-0.97	0.3	-0.6	0.62	30	27	-4%	nt	nt
CC1CN(c2nc3ccccn3c(=O)c2/C=C(\C#N)C(N)=O)CC(C)O1 (stereo unspecified)	i	i	35	nt	nt	nt	nt	nt	5%	0.91	0.2	0.4	-0.068	nt	nt	-1%	0.4	1309
COc1ccc(C(=O)OCC(=O)Nc2cc(C)c(C)cc2[N+](=O)[O-])cc1	i	i	43	3.0	1.3	3.0	i	2	4%	0.8	-0.18	0.14	-1.3	4	-4	-4%	-1.3	489
Cc1ccc(CN2CCC(c3cc(-c4cccs4)n[nH]3)CC2)cc1	i	i	64	3.1	3.0	9.9	i	3	-5%	2	-0.12	1.3	-1.5	38	25	8%	0.7	1096
Cn1ncc2c(Nc3ccc(Br)cc3)nc(Nc3ccc(Br)cc3)nc21	i	i	10	nt	nt	nt	nt	nt	-1%	1	-0.23	0.45	0.039	nt	nt	-2%	0.5	1140
O=C(C1CCCO1)N1CCN(c2ccc(F)cc2)CC1 (stereo unspecified)	i	i	26	1.6	2.5	3.5	i	-4	3%	-0.37	-0.19	0.052	-0.57	-5	-10	-2%	0.9	482
COc1ccc(C(CNC(=O)c2ccc(C)c(S(=O)(=O)N3CCCCC3)c2)N(C)C)cc1OC (stereo unspecified)	i	i	11	2.5	2.1	5.9	i	16	0%	-0.028	-0.27	0.31	0.07	-2	2	-4%	-2.8	1043
CC(C)(C)N1CCC1C(N)=O (stereo unspecified)	i	i	15	nt	nt	nt	nt	nt	0%	-0.18	-0.28	-0.022	1.4	nt	nt	-7%	-1.4	1355
O=S(=O)(Nc1cccc2nsnc12)c1ccccc1	i	i	25	2.6	1.6	3.5	i	-5	7%	-0.35	-0.25	-0.0071	0.092	-8	-17	15µM*	-15	1152
Cc1ccc(NC(=O)CO/N=C(\N)c2nonc2N)cc1C	i	i	56	3.2	1.8	4.4	i	5	0%	0.97	-0.2	1	-1.6	-1	4	-5%	-0.2	1148
